Shiga toxin inh – inhibitors of Shiga toxin in Vero cells; Vero cells, Shiga toxin protein synthesis inhibition reporter; inhibition, % at 38.7 µM; 290,000 compounds, 9.2% hits; in the data active = inhibition mostly above about 28%, no sharp cut-off; inactive = mostly below about 43%; also: 0% is about no effect
AmpC inh detg – AmpC beta-lactamase inhibition with detergent present; P00811; AmpC hydrolysis of nitrocefin, absorbance 480 nm, 0.01% Triton; 370,000 compounds, 0.041% hits; Potency, µM (doses to about 114 µM), without a hit: top-dose activity change, negative = inhibition, actives largely listed as inhibitors;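 also: potency is read from the fitted curve at half-maximal effect; 0% = no-compound wells and -100% = no-enzyme wells; nearly all actives have a fitted effect of over 25% in size; some results filed as inactive show a strong effect at the top dose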
Target sequence (P00811 whole entry, looked up): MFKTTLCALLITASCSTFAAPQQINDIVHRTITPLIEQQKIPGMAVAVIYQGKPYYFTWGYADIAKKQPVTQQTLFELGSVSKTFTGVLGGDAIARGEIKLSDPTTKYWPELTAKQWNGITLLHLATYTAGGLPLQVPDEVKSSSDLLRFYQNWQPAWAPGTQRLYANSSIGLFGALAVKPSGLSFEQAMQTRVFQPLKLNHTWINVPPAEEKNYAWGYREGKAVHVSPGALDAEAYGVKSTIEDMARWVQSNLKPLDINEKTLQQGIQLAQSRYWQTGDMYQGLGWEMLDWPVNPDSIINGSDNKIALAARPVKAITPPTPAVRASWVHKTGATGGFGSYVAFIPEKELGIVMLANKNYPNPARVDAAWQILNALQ
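AmpC (5.3 nM in the dispensed reagent) in 20 mM phosphate pH 7.0 with 0.01% (detergent screen) or 0.0001% Triton X-100 was preincubated with compounds for 15 min at room temperature. Nitrocefin was then added from an 800 uM solution, and hydrolysis was followed at 480 nm.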
HCMV antiviral – blocks human cytomegalovirus replication; HFF cells, HCMV-luciferase reporter, 72 h; hits give low values; activity change, negative = inhibition, % at 57.5 µM; 410,000 compounds, 4.5% hits; AID 1259415; in the data active = activity change below about -60%; inconclusive = no clear call, values can overlap the other calls; inactive = above about -39%; also: % is scaled to controls: 0 for no effect and ±100 for the full control effect
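Inhibition of viral replication was scored as loss of reporter luminescence in HFFs infected with HCMV-luciferase (MOI 1 PFU/cell) for 72 h; compounds tested at 2 doses, normalized to buffer and Salinomycin controls.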
FBPA Giardia inh – blocks Giardia fructose-bisphosphate aldolase activity; A8B2U2; purified Giardia FBPA; Potency, µM (doses to about 59.6 µM), without a hit: at the highest dose activity, negative = inhibition, usual class: inhibitors; 290,000 compounds, 0.71% hits; AID 2451; also: potency is read from the fitted curve at half-maximal effect; % is scaled to controls: 0 for no effect and ±100 for the full control effect; nearly all actives have a fitted effect of over 55% in size
Target sequence (A8B2U2 whole entry, looked up): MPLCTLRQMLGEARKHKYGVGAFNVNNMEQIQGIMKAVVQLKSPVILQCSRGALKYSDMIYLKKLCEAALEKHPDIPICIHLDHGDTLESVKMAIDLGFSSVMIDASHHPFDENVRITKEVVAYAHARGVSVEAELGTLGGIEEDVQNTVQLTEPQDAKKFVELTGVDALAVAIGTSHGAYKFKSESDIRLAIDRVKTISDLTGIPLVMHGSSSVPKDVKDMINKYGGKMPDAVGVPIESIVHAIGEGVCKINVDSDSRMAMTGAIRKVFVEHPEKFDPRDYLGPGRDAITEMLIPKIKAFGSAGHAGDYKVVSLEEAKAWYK
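Giardia FBPA (40 nM reagent) was preincubated 10 min at RT with compound (up to 57.5 uM final), then substrate plus GAPDH/TPI/NAD/arsenate coupling system with diaphorase/resazurin was added; resorufin fluorescence (525/598 nm) was read after 20 min.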
Cycloheximide cs – counter-screen hit for Shiga toxin inhibitors, cycloheximide | max response, % | 300,000 compounds, 12% hits | cell reporter, cycloheximide protein synthesis inhibition counterscreen; in the data active = max response mostly above about 13%, no sharp cut-off; inactive = mostly below about 14%; also: read at 38.3 µM for the half of the compounds with a filed dose; 0% is about no effect
AMA1 RON2 block – AMA1-RON2 (P. falciparum) interaction inhibition | AlphaScreen AMA1-biotinylated RON2 peptide binding | Potency, µM (series often up to 58.2 µM), for the others: at the highest dose activity change, negative = inhibition, most hits filed as inhibitors | 360,000 compounds, 0.2% hits;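 also: potency is read from the fitted curve at half-maximal effect; 0% = vehicle wells and -100% = peptide control; nearly all actives have a fitted effect of over 45% in size; some results filed as inactive show a strong effect at the top dose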
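AMA1 (3D7) with his tag at 25 nM final met compounds first, then biotinylated RON2 peptide at 25 nM; detection used donor plus acceptor beads, 10 µg/mL apiece, read by AlphaScreen after 30 min at room temperature.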
AmpC no deterg – blocks E. coli AmpC beta-lactamase in detergent-free assay. P00811. AmpC nitrocefin hydrolysis, absorbance 480 nm, 0.0001% Triton. Potency, µM (top dose mostly 57.1 µM), for inactives: at the top dose activity change, negative = inhibition, hits mostly inhibitors. 330,000 compounds, 0.52% hits;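 also: potency is read from the fitted curve at half-maximal effect; plate controls were no compound for no effect and no enzyme for full effect; nearly all actives have a fitted effect of over 20% in size; some results filed as inactive show a strong effect at the top dose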
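AmpC (5.3 nM in the dispensed reagent) in 20 mM phosphate pH 7.0 with 0.01% (detergent screen) or 0.0001% Triton X-100 was preincubated with compounds for 15 min at room temperature. Nitrocefin was then added from an 800 uM solution, and hydrolysis was followed at 480 nm.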
The depositor's hits bear a star; ? = inconclusive; nt = not tested or not shown; [ ] = dose if it differs, or a comment. Unless noted, calls follow the shape of the dose curve; as a rule, active = well fitted curve in the direction sought with a large enough effect; inconclusive = small, poorly fitted or top-dose-only effect, or another doubt; inactive = no such curve, though single readings can be large; an effect the other way counts as inactive or inconclusive.

Preview (5 entries):
| structure | Shiga toxin inh | AmpC inh detg | HCMV antiviral | FBPA Giardia inh | Cycloheximide cs | AMA1 RON2 block | AmpC no deterg |
| --- | --- | --- | --- | --- | --- | --- | --- |
| CCOc1cc(CNc2ccc(S(N)(=O)=O)cc2)ccc1OCC(=O)NC(C)(C)C | -8 | 1% | -35 | 6% | 6 | -11% | -3%[2.29 µM] |
| O=C(CN1CCc2cc3c(cc2C1)OCCCO3)Nc1cccc(Br)c1 | 4 | 0% | -6 | nt | 7 | -2% | -17% |
| N#Cc1cccc(Nc2c3c(nc4ccccc24)CCCC3)c1 | -3 | -14% | -25 | 1% | -8 | -11% | -33% |
| Cc1ccccc1NC(=O)OCc1cn(-c2ccc(Cl)cc2)nn1 | -10 | -11% | -14 | -1% | -3 | -10% | -23% |
| NC(=O)C1CCN(CC(O)COCc2ccccc2Cl)CC1 (stereo unspecified) | -9 | ? | -19 | 5% | -8 | -11% | -3% |

The list itself, from the first entry:
| structure | Shiga toxin inh | AmpC inh detg | HCMV antiviral | FBPA Giardia inh | Cycloheximide cs | AMA1 RON2 block | AmpC no deterg |
| --- | --- | --- | --- | --- | --- | --- | --- |
| CCOc1cc(CNc2ccc(S(N)(=O)=O)cc2)ccc1OCC(=O)NC(C)(C)C | -8 | 1% | -35 | 6% | 6 | -11% | -3%[2.29 µM] |
| O=C(CN1CCc2cc3c(cc2C1)OCCCO3)Nc1cccc(Br)c1 | 4 | 0% | -6 | nt | 7 | -2% | -17% |
| N#Cc1cccc(Nc2c3c(nc4ccccc24)CCCC3)c1 | -3 | -14% | -25 | 1% | -8 | -11% | -33% |
| Cc1ccccc1NC(=O)OCc1cn(-c2ccc(Cl)cc2)nn1 | -10 | -11% | -14 | -1% | -3 | -10% | -23% |
| NC(=O)C1CCN(CC(O)COCc2ccccc2Cl)CC1 (stereo unspecified) | -9 | ? | -19 | 5% | -8 | -11% | -3% |
| CCCCc1ccc(NC2=NCC(=O)N2CCc2ccccc2)cc1 | -10 | 3% | 5 | -15% | -1 | 12% | 14% |
| CC(C)(C)NCC(O)COc1ccccc1C1CCCC1 (stereo unspecified) | nt | -7% | -78* | nt | nt | 10% | 4% |
| CCCCn1c(N)c(N(CCOC)C(=O)c2cc(S(=O)(=O)N3CCCCC3)ccc2Cl)c(=O)[nH]c1=O | 17 | 2% | 15 | nt | -3 | 14% | 10% |
| CCOC(=O)C1CSC(CC(=O)Nc2ccc(Cl)c(Cl)c2)C(=O)N1 (stereo unspecified) | -12 | ? | 13 | 13% | -2 | -12% | nt |
| CCc1ccc(Nc2n[n+](-c3ccccc3)c(-c3cccc(C)c3)s2)cc1 | nt | ? | -19 | nt | nt | -21% | -8% |
| CCN1C(=O)/C(=C/C=C2/SCCN2C)SC1=S | 78* | ? | 122 | -8% | 59* | -5% | -23% |
| CCOc1ccc(NC(=O)CSc2nnc(Cc3cccn3C)n2-c2ccc(OC)cc2)cc1 | 0 | -11% | nt | 1% | 1 | -13% | 76%[activator] |
| CC[C@]12c3[nH]c4ccccc4c3CCN1C(=O)C(CC(=O)NCCCOC)C[C@@H]2C(=O)N1CCN(C(=O)c2ccco2)CC1 (stereo partly specified) | nt | nt | -1 | nt | nt | 8% | 172%[activator] |
| CC(C)CNC(=S)N1CCN(Cc2ccc3c(c2)OCO3)CC1 | 9 | 1% | -26 | ? | -1 | ? | 24% |
| O=C(NCc1cccnc1)C1c2ccccc2C(=O)N1C1CCCC1 (stereo unspecified) | 16 | ? | -7 | 4% | -1 | -4% | 20µM* |
| O=C1/C(=C\c2cccnc2)N2CCC1CC2 | 8 | ? | -7 | -3% | -1 | ? | -24% |
| O=[N+]([O-])c1cc(-n2cnnn2)c(O)c([N+](=O)[O-])c1 | 9 | -1% | -28 | 27% | 1 | -5% | -13% |
| O=C(/C=C/c1ccco1)Nc1cc(Cl)ccc1C(=O)O | 16 | -12% | 21 | -22% | 8 | -4% | ? |
| Cc1cccc(NC(=O)CSC2=NN3CCCC(=O)N=C3S2)c1C | -12 | 6% | 0 | 4% | 1 | 4% | -13% |
| CCOC(=O)C1=C(C)N=C2SCCC(=O)N2C1c1cccs1 (stereo unspecified) | 15 | ? | ? | -1% | -6 | 8% | -2% |
| COc1ccccc1C(=O)NC(CCSC)C(=O)NCc1ccncc1 (stereo unspecified) | nt | -15% | 5 | nt | nt | -7%[11.6 µM] | -8% |
| COc1ccc(OC)c(C(O)c2coc3ccc(O)c(CN(C)C)c23)c1 (stereo unspecified) | -3 | 1% | 34 | 0% | -4 | -3% | -7% |
| Cc1ncsc1C(=O)NCc1ccc(N2CCCC2=O)cc1 | -12 | -8% | 28 | -5% | -2 | -5% | 3% |
| CC(=O)CC1(OC(C)=O)C(=O)N(C)c2ccccc21 (stereo unspecified) | 1 | 4% | -64* | -3% | -2 | -3% | -2% |
| NC(=O)CN(c1ccc(Cl)cc1)S(=O)(=O)c1ccccc1 | -7 | -27% | 22 | 2% | -2 | 6% | -22% |
| CCSc1ncccc1C(=O)N[C@@H](CCSC)C(=O)OC | -5 | -4% | 20 | -6% | -2 | 12% | -15% |
| O=C(O)c1ccc(CSc2nnc(-c3ccco3)n2-c2ccccc2)cc1 | -1 | -9% | 3 | 23% | -10 | 1% | -20% |
| COc1ccc(NC(C#N)c2ccc(OC)cc2)cc1 (stereo unspecified) | -7 | -15% | -2 | -19% | -1 | -6% | 1% |
| Clc1ccccc1-c1nnc2sc(-c3cccs3)nn12 | 2 | -5% | 22 | 0% | 1 | 30% | -38% |
| O=C1CCCc2c1[nH]c1ccccc21 | -1 | 0% | 59 | -4% | -1 | 2% | -27% |

Fetched one by one from the list above, two records:
| structure | Shiga toxin inh | AmpC inh detg | HCMV antiviral | FBPA Giardia inh | Cycloheximide cs | AMA1 RON2 block | AmpC no deterg |
| --- | --- | --- | --- | --- | --- | --- | --- |
| Cc1ncsc1C(=O)NCc1ccc(N2CCCC2=O)cc1 | -12 | -8% | 28 | -5% | -2 | -5% | 3% |
| NC(=O)C1CCN(CC(O)COCc2ccccc2Cl)CC1 (stereo unspecified) | -9 | ? | -19 | 5% | -8 | -11% | -3% |

Continuation.
| structure | Shiga toxin inh | AmpC inh detg | HCMV antiviral | FBPA Giardia inh | Cycloheximide cs | AMA1 RON2 block | AmpC no deterg |
| --- | --- | --- | --- | --- | --- | --- | --- |
| Nc1c(NCc2ccccc2F)c(=O)[nH]c(=O)n1Cc1ccccc1 | -12 | ? | -19 | -2% | -2 | 11% | -35% |
| CC(C)(C)c1[nH]nc2c1C(c1ccncc1)C(C#N)=C(N)O2 (stereo unspecified) | -19 | -7% | -7 | -7% | -2 | 3% | -14% |
| O=C1CC(c2ccc(S(=O)(=O)NCCOc3ccccc3)cc2)CN1 (stereo unspecified) | -7 | ? | 39 | 5% | 1 | 6% | -27% |
| Cc1ccc(-c2csc(N=C(N)N)n2)cc1 | 64* | 7% | 33 | 2% | 28* | -8% | -25% |
| Cn1c(SCC(=O)Nc2cccc3ccccc23)nc(O)cc1=O | 10 | ? | -6 | 5% | -3 | 3% | ? |
| N#Cc1c(N)n(-c2ccc(C(=O)O)cc2)c2nc3ccccc3nc12 | 2 | 5% | ? | -23% | -4 | -4% | -1% |
| CC(C)CC(C(=O)NC(C)(C)C)N(Cc1ccccc1Cl)C(=O)c1snc(C(N)=O)c1N (stereo unspecified) | 20 | -13% | ? | 3% | 0 | -7% | 47% |
| CCOC(=O)C1CCCN(C(=O)c2cn(-c3ccccc3)nc2-c2cccnc2)C1 (stereo unspecified) | nt | 1% | 4 | nt | nt | 45%[activator] | 7% |
| O=C(CSc1nnc(SCc2ccccc2)s1)N/N=C/c1c(Cl)cccc1Cl | 0 | -12% | ? | 6% | 4 | 5%[2.32 µM] | -28% |
| Cn1c(O)c(C=NCCN2CCOCC2)c(=O)n(C)c1=S | -2 | 0% | 39 | -1% | 6 | 39%[activator] | -15% |
| Cc1nn(-c2ccccc2)c(Cl)c1C(=O)NCC(=O)O | -23 | -4% | -9 | 11% | -1 | -3% | -18% |
| Cc1ccc(NC(=O)CC2S/C(=N/N=C/C=C/c3ccccc3)NC2=O)cc1Cl (stereo unspecified) | -3 | -3% | 0 | 5% | -2 | 40%[activator] | -26% |
| CCOC(=O)Cn1c(=O)sc2ccccc21 | -5 | -8% | 18 | 10% | -5 | 3% | -13% |
| Cn1c(/N=C/c2c(O)ccc3ccccc23)nc2ccccc21 | 81* | 5% | -85* | 0.71µM* | 69* | -5% | -25% |
| Cc1ccc(NC(=O)C2CCC2)cc1S(=O)(=O)N1CCCCCC1 | nt | ? | -31 | nt | nt | -16% | -19% |
| N#Cc1ccc(OCC(=O)NC(=O)NC2CCS(=O)(=O)C2)cc1 (stereo unspecified) | nt | -1% | 1 | nt | nt | -5% | -9% |
| COc1ccc(C2C(C#N)=C(N)Nc3nc4ccccc4n32)cc1 (stereo unspecified) | 26* | ? | -29 | 1% | 27* | -21% | -36% |
| COc1ccc(NC(=O)CN(c2ccc(Cl)cc2)S(C)(=O)=O)cc1OC | 1 | ? | 81 | 2% | -2 | 1% | -16% |
| O=C(COC(=O)c1c(F)cccc1F)Nc1ccc2[nH]c(=O)[nH]c2c1 | -3 | 4% | ? | -29% | -1 | -16% | -2% |
| Cc1cccc(OCC(=O)NC2CC(C)(C)NC(C)(C)C2)c1 | 2 | 2% | 14 | 8% | -2 | -6% | -3% |
| CC(=O)N/C(=C\c1ccccc1)C(=O)OCC(=O)c1ccccc1 | nt | ? | -25 | nt | nt | 17% | ? |
| Cc1ccc(N2C(=O)C3N=NN(CC(=O)N4N=C(c5cccc6ccccc56)CC4c4ccccc4)C3C2=O)cc1 (stereo unspecified) | 15 | ? | 51 | 0% | -2 | 20% | -31% |
| CCN1C(=O)/C(=C/N(C)C)c2ccccc21 | -6 | -1% | -37 | 0% | -3 | -9% | -6% |
| O=C(Cc1ccccc1)N1CCN(Cc2ccccc2Cl)CC1 | -5 | 2% | 42 | ? | -2 | 6% | 41% |
| O=C(CNC(=O)C1CCCCC1)Nc1ccccc1 | 3 | ? | 2 | 9% | 9 | 11% | -8% |
| COC(=O)Cn1cnc2c(nnn2-c2cccc(OC)c2)c1=O | 2 | -1% | 5 | -8% | 1 | -6% | -9% |
| O=C1CN(C(=O)CSc2ccc(-c3ccc(F)cc3)nn2)c2ccccc2N1 | 32 | 0% | 0 | 11% | 6 | -5% | -51% |
| O=C(CCNC(=O)c1ccco1)NC(Cc1c[nH]c2ccccc12)C(=O)O (stereo unspecified) | nt | 5% | 0 | nt | nt | 8% | -13% |
| Cc1nc(CSc2ccc(Cl)cc2)cs1 | 111* | -4% | ? | 4% | 36* | 12% | -11% |
| COc1ccc(CC(=O)NCC2CCCN(Cc3ccc(F)c(OC)c3)C2)cc1 (stereo unspecified) | -4 | ? | -4 | 5% | -2 | 6% | -1% |
| Clc1cccc(Cl)c1C[n+]1ccc2ccccc2c1 | 3 | -4% | -94* | -4% | 0 | -4% | -22% |
| OC(COC(c1ccccc1)c1ccccc1)CN1CCCCC1 (stereo unspecified) | -7 | 7% | 9 | -1% | -2 | -11% | -6% |
